Screens: PubChem, The Scripps Research Institute Molecular Screening Center
ADAM10 inh – human ADAM10 inhibitors, primary screen, biochemical, QFRET, HTS. Disintegrin and metalloproteinase domain-containing protein 10 (Homo sapiens), O14672. inhibition, % at 7 µM. AID 720582, 2013. recombinant ADAM10, EDANS/DABCYL FRET peptide cleavage, 3 h. hit rate 0.62% among 370,000;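 active = inhibition above a per-campaign cutoff equal to the mean of compounds falling between control-based bounds plus 3 SD, cut at about 20% in these data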;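 also: 0% = DMSO wells while the 100% control is not disclosed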
PLCg1 inh – PLC-gamma1 enzyme inhibitors, primary screen, biochemical, fluorescence, purified enzyme; 1-phosphatidylinositol 4,5-bisphosphate phosphodiesterase gamma-1 (Homo sapiens), P19174; fluorogenic substrate; AID 720700, 2013; hit rate 0.84% among 370,000; inhibition, % at 12.2 µM; in the data active = inhibition above about 9.5%
TDP2 absorb – human TDP2 enzyme inhibitors, primary screen, biochemical, epi absorbance, recombinant enzyme; inhibition, % at 12.8 µM; Tyrosyl-DNA phosphodiesterase 2 (Homo sapiens), O95551; T5PNP hydrolysis, p-nitrophenol absorbance 415 nm; hit rate 0.34% among 370,000;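 active = inhibition above the mean of all tested compounds plus 3 SD, set per campaign, cut at about 25% in these data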;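 also: 0% = DMSO with enzyme and 100% = buffer with substrate but no TDP2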
Target sequence (O95551 whole entry, looked up): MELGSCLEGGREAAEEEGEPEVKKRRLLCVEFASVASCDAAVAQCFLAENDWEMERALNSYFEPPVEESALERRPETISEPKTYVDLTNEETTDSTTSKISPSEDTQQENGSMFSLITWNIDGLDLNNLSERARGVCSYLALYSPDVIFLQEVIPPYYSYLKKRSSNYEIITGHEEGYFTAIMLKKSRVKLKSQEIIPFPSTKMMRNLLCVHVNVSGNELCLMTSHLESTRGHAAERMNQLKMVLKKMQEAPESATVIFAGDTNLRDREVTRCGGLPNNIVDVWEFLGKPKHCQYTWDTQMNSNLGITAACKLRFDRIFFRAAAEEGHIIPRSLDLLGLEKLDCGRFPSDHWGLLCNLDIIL
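System – recombinant human TDP2 · Amount – 120 nM TDP2 per well · Buffer or medium – Mg2+-containing Tris-HCl buffer, pH 7.5 · Reagent – T5PNP substrate, 5 mM · Dosing – 12.8 µM single point, 1% DMSO · Incubation – 2 h at 37 °C · Measured by – epi absorbance · Read-out basis – percent inhibition · Benchmarks – high control without enzyme, low control DMSO plus TDP2 · Repeats – singlicate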
proKLK7 act – proKLK7 zymogen activators, primary screen, biochemical, fluorescence intensity | hit rate 0.9% among 370,000 | purified proKLK7, EDANS-DABCYL substrate fluorescence; 100% is mature enzyme control, 0% vehicle | Kallikrein-7 (Homo sapiens), P49862 | AID 652039, 2013 | activation, % at 7 µM;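 active = activation above the mean of all tested compounds plus 3 SD, computed per campaign excluding outliers beyond control limits, cut at about 13% in these data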
Target sequence (P49862 whole entry, looked up): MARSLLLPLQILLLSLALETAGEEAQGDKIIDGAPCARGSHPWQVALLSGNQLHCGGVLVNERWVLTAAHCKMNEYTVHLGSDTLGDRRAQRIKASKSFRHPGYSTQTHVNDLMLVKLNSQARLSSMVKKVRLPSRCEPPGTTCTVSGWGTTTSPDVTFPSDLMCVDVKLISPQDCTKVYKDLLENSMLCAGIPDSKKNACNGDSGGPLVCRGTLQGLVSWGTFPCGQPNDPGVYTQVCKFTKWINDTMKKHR
Tn7 DDE FP – inhibitors of Tn7 peptide binding to fibrin DD(E), primary screen, biochemical, fluorescence polarization, human fibrin, Tn7 probe; hit rate 0.13% among 370,000; FP displacement of FITC-Tn7 peptide from fibrin DD(E); 0% = median of compound wells per plate; Fibrinogen beta chain (Homo sapiens), P02675; inhibition, % at 8.3 µM;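 active = inhibition above the mean of compounds falling within the control limits plus 3 SD of them, cut at about 14% in these data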;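 also: 0% = plate median of compound wells and 100% = 10 µM Aha-Tn7 peptide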
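system = human fibrin DD(E) protein | quantity = DD(E) 2 µM final | medium = Tris/NaCl/CaCl2 buffer, pH 7.8 | also added = labelled Tn7 tracer, 0.1 µM | compound dosing = single point at 8.3 µM | timing = compound with protein 10 min, then 3 h after probe, room temperature | signal = FP measurement | benchmarks = Aha-Tn7 high control | repeats = one replicate per compound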
ARFGAP1 inhibitor – inhibitors of rat ARFGAP1 GAP activity, primary screen, biochemical, fluorescence polarization, GDP tracer; hit rate 0.26% among 360,000; Arfgap1-stimulated ARF1 GTP hydrolysis, GDP FP detection; inhibition, % at 16.5 µM; ADP-ribosylation factor GTPase-activating protein 1 (Rattus norvegicus), Q62848;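 active = inhibition above a per-plate limit, mean inhibition of low control wells plus 3 SD, cut at about 25% in these data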;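 also: 0% = DMSO wells with enzyme and 100% = wells lacking Arfgap1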
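Material – truncated rat Arfgap1 GAP domain · Buffer or medium – HEPES-based buffer, pH 7.5 · Reagent – human ARF1(Δ1-17)-GTP substrate · Dosing – 16.5 µM single point, 1.26% DMSO · Schedule – GTP hydrolysis reaction 2 h at 25 °C · Technique – GDP detection by fluorescence polarization · Benchmarks – No-Arfgap1 wells (100%) versus DMSO full-reaction wells (0%) · Repeats – single replicate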
ADAM17 inh – ADAM17 inhibitors, primary screen, biochemical, QFRET | Disintegrin and metalloproteinase domain-containing protein 17 (Homo sapiens), P78536 | recombinant ADAM17, EDANS/DABCYL FRET peptide cleavage | inhibition, % at 6.95 µM | hit rate 0.83% among 370,000;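 active = inhibition above the mean of compounds lying between control limits plus 3 SD, set per campaign, cut at about 8.5% in these data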;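 also: 0% = DMSO-only wells as the low control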
ASAP1 inh – inhibitors of human ASAP1 ArfGAP activity, primary screen, biochemical, fluorescence polarization; Arf-GAP with SH3 domain, ANK repeat and PH domain-containing protein 1 (Homo sapiens), …; hit rate 0.19% among 360,000; inhibition, % at 16.5 µM; ASAP1-stimulated ARF1 GTP hydrolysis, GDP FP detection; AID 624377, 2012; in the data active = inhibition above about 25%;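 also: 0% = vehicle with enzyme and substrate and 100% = no enzyme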
Target sequence (Q9ULH1 325-724 limits assumed): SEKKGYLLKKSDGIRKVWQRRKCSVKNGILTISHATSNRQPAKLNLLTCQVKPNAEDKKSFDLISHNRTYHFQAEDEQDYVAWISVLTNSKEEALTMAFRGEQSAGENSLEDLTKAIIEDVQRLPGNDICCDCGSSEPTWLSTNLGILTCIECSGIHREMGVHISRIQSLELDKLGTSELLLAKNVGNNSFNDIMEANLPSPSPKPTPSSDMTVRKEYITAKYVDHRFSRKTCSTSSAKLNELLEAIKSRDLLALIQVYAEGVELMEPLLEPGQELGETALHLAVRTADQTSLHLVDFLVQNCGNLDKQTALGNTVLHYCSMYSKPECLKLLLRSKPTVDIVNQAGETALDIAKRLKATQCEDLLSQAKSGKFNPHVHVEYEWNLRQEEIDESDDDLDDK
LEDGF integ inh – blockers of LEDGF/p75-dependent integrase strand transfer – biochemical, TR-FRET, high throughput, primary screen; HIV-1 integrase (with human LEDGF/p75); TR-FRET IN-LEDGF/p75 DNA integration, Eu/Cy5; inhibition, % at 3.7 µM; hit rate 0.64% among 370,000;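 active = inhibition above the screen-wide mean plus 3 SD, cut at about 13% in these data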;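 also: signal is the Cy5 over europium emission ratio at 671 and 618 nm; 0% = plate median of compound wells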
Tn6 DDE FP – inhibitors of Tn6 peptide binding to fibrin DD(E), primary screen, biochemical, fluorescence polarization, human fibrin, Tn6 probe; Fibrin DD(E) TRITC-Tn6 fluorescence polarization displacement; inhibition, % at 8.3 µM; hit rate 0.21% among 370,000;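 active = inhibition above a per-campaign cutoff: mean of compounds within control limits plus 3 SD, cut at about 15% in these data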;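 also: 0% = median of all compound wells on the plate and 100% = blocking peptide control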
Numbers without * were called inactive; nt = not tested or not shown.

structure	ADAM10 inh	PLCg1 inh	TDP2 absorb	proKLK7 act	Tn7 DDE FP	ARFGAP1 inhibitor	ADAM17 inh	ASAP1 inh	LEDGF integ inh	Tn6 DDE FP
CCCCS(=O)c1c(O)c2ccccc2[nH]c1=O (configuration not stated)	-1	-2	-6	-0.8	-2	-1	-7	-9	-3	-5
Cc1ccc(-c2nc(CS(=O)CC(=O)NCCCN3CC(C)CC(C)C3)c(C)o2)cc1 (configuration not stated)	0	1	7	0.5	7	1	-2	0	-1	1
Cc1cc(C)n(C(C[N+](=O)[O-])c2ccc(Cl)cc2)n1 (configuration not stated)	4	6	-9	-0.2	-7	2	5	1	-7	0
COc1ccc(NC(=O)CCc2nc(-c3ccc(C)cc3)no2)cc1Cl	13	1	-3	-0.2	-3	-3	1	8	0	-3
N=C1/C(=C\c2ccc(OC(=O)c3ccco3)cc2)C(=O)N=C2SC=NN12	-66	-10	4	1.1	-10	13	-19	17	2	3
COC(=O)c1sccc1-n1cccc1C(=O)NCc1ccccc1	-3	-1	-4	-0.6	3	11	-3	-4	1	6
CC1(C)Cc2nc3sc4c(NCCO)ncnc4c3cc2CS1	-166	-61	6	2.9	-3	-11	-61	-4	-2	-1
CC(=O)c1c(C)[nH]c(C(=O)OCC(=O)c2ccc(C)s2)c1C	-21	4	1	-0.3	-2	-4	-4	-4	-3	5
Cc1cc(NC(=O)CSc2nc3ccsc3c(=O)n2CCCC(=O)NCCc2ccccc2)no1	3	-1	-6	0.9	5	8	2	7	0	6
CNC(=S)N(Cc1cc2cc(C)cc(C)c2[nH]c1=O)C1CCCC1	-36	-4	-2	0.8	-13	-4	-11	18	-1	-4
COc1ccc(C(=O)NCC2CCCN2S(=O)(=O)c2cccs2)cc1 (configuration not stated)	1	0	3	0.1	0	-13	-1	8	-3	7
CCOC(=O)C1(CCCc2ccccc2)CCN(S(=O)(=O)N(C)C)CC1	11	-3	1	-0.1	5	1	-2	2	-1	-1
Cc1c(NC(=O)C(C)OC(=O)/C=C/c2ccc(OC(F)F)cc2)c(=O)n(-c2ccccc2)n1C (configuration not stated)	3	3	14	-0.7	3	6	0	-8	1	-1
CC(C)CN(C(=O)COC(=O)c1ccccc1SCC(=O)NC1CCCCCC1)C1CCS(=O)(=O)C1 (configuration not stated)	-3	0	0	-0.2	-11	11	-2	13	0	8
CCC(C)c1ccc(OCC(=O)Nc2ccc(CN3CCOCC3)cc2)cc1 (configuration not stated)	0	-1	-10	-0.2	2	-2	-1	7	0	5
CN(C)c1ccc(CN(C(=O)COc2ccccc2)C2CCS(=O)(=O)C2)cc1 (configuration not stated)	0	-4	4	0.3	2	1	-2	16	1	-13
N#C/C(=C/c1ccc(O)cc1)C(=O)NCc1ccc(Cl)cc1	3	7	-20	-0.6	-2	8	4	-2	1	-7
CC(C)(C)C(=O)OC12CCCN(C1)/C(=C/c1ccc(C#N)cc1)C2 (configuration not stated)	-6	0	2	0.1	0	nt	-1	nt	1	-4
O=C(COC(=O)c1ccccc1O)NCCCc1ccccc1	0	-2	5	1.5	-2	-1	-2	-12	-4	-10
COc1cccc(-c2nn(-c3ccccc3)cc2C(=O)OCC(=O)Nc2ncc(Cl)cc2Cl)c1	12	-4	-2	-1.1	2	2	7	12	2	-4
COc1cc(/C=N/NC(=O)c2cccnc2)cc2c1OCO2	-1	-23	-14	0.2	3	-4	-1	-12	-1	5
COc1ccc(CCNC(=O)CCC(=O)NC2CCCCC2)cc1OC	-2	0	-1	0.2	-3	9	0	3	-2	7
CN1\C(=C/C=C/C=C/C=[N+](C)C)C(C)(C)c2ccccc21	-7	-16	5	5.2	-11	47*	0	55*	7	31*
O=C(CSc1ccc2ccccc2c1)Nc1ncccn1	-2	-2	3	-0.7	3	-3	-4	-2	-2	-3
Cn1cnc2c(cnn2C)c1=N	-2	-2	8	-0.4	2	3	0	-1	-3	1
O=C(Nc1nccs1)c1ccc(S(=O)(=O)N2CCCCC2)cc1	-11	1	-2	0.4	3	2	0	10	15*	-2
O=C(O)C1CCCN(C(=O)c2cccc3ccccc23)C1 (configuration not stated)	2	1	11	1.3	0	4	1	15	0	3
CN(c1ccc(C(=O)Nc2cccc(O)c2)cc1)S(=O)(=O)c1ccccc1	3	3	-11	-0.4	9	8	1	7	-7	2
Cc1ccc(S(=O)(=O)NC(=O)C2(C)CCN2C(=O)c2ccccc2CCc2ccccc2)nc1 (configuration not stated)	-3	0	5	-0.5	-4	14	1	0	-1	-6
COc1cc(C2c3c([nH]c(=O)[nH]c3=O)Nc3ccc4ccccc4c32)cc(OC)c1OC (configuration not stated)	-78	-62	-5	-0.7	1	-12	-30	1	4	-3
CCn1c(=O)c([N+](=O)[O-])c(NC2CCS(=O)(=O)C2)c2ccccc21 (configuration not stated)	-4	0	-11	-0.7	2	-8	4	-7	1	-8
COC1OC2COC(c3ccccc3)OC2C2OC12 (configuration not stated)	-6	0	5	-0.2	-4	-7	-6	3	-1	-6
O=C(CN1CCCCCC1)Nc1ccccc1OC(F)F	10	1	-2	-0.2	4	13	-1	-2	3	5
COc1c(C=O)c(CCN(C)C(=O)c2ccc(F)cc2)cc2c1OCO2	13	-5	-7	0.9	-6	5	-3	-8	2	-7
COc1ccc(CNS(=O)(=O)c2c(C(=O)N3CCCCC3)c(C)n(C)c2C)cc1	6	3	-12	0.0	-6	-6	-3	-15	-1	-2
Cc1ccc(Nc2nc(CSc3nnnn3C)cs2)cc1	-2	1	12	0.5	3	1	-1	1	-3	-2
COCCN(CC(=O)NC1CCCCC1)C(=O)CCCC(=O)Nc1ccccn1	2	0	8	-0.1	4	22	-2	-9	-1	-2
O=S(=O)(CC(O)COc1ccccc1Cl)c1ccccc1 (configuration not stated)	5	2	-3	0.2	-9	2	-1	-3	-2	-4
Cc1csc(NC(=O)CSc2nccn2Cc2ccco2)n1	-11	1	-16	0.1	7	-7	-3	5	-9	1
CCOc1ccc(S(=O)(=O)Nc2cccc(C(=O)NCC(C)(C)N3CCOCC3)c2)cc1	-4	-2	8	-0.1	2	8	-1	-4	1	-6

An excerpt from above in order of number of heavy atoms, low to high.
structure	ADAM10 inh	PLCg1 inh	TDP2 absorb	proKLK7 act	Tn7 DDE FP	ARFGAP1 inhibitor	ADAM17 inh	ASAP1 inh	LEDGF integ inh	Tn6 DDE FP
Cn1cnc2c(cnn2C)c1=N	-2	-2	8	-0.4	2	3	0	-1	-3	1
O=C(O)C1CCCN(C(=O)c2cccc3ccccc23)C1 (configuration not stated)	2	1	11	1.3	0	4	1	15	0	3
N#C/C(=C/c1ccc(O)cc1)C(=O)NCc1ccc(Cl)cc1	3	7	-20	-0.6	-2	8	4	-2	1	-7
O=C(Nc1nccs1)c1ccc(S(=O)(=O)N2CCCCC2)cc1	-11	1	-2	0.4	3	2	0	10	15*	-2
COc1ccc(C(=O)NCC2CCCN2S(=O)(=O)c2cccs2)cc1 (configuration not stated)	1	0	3	0.1	0	-13	-1	8	-3	7
COc1c(C=O)c(CCN(C)C(=O)c2ccc(F)cc2)cc2c1OCO2	13	-5	-7	0.9	-6	5	-3	-8	2	-7
CN(c1ccc(C(=O)Nc2cccc(O)c2)cc1)S(=O)(=O)c1ccccc1	3	3	-11	-0.4	9	8	1	7	-7	2
COc1ccc(CNS(=O)(=O)c2c(C(=O)N3CCCCC3)c(C)n(C)c2C)cc1	6	3	-12	0.0	-6	-6	-3	-15	-1	-2
CCOc1ccc(S(=O)(=O)Nc2cccc(C(=O)NCC(C)(C)N3CCOCC3)c2)cc1	-4	-2	8	-0.1	2	8	-1	-4	1	-6
Cc1ccc(S(=O)(=O)NC(=O)C2(C)CCN2C(=O)c2ccccc2CCc2ccccc2)nc1 (configuration not stated)	-3	0	5	-0.5	-4	14	1	0	-1	-6

Later entries.
structure	ADAM10 inh	PLCg1 inh	TDP2 absorb	proKLK7 act	Tn7 DDE FP	ARFGAP1 inhibitor	ADAM17 inh	ASAP1 inh	LEDGF integ inh	Tn6 DDE FP
Cc1ccc2sc(=O)[nH]c2c1	-1	-1	4	-0.4	0	-8	-6	4	1	-8
CCOC(=O)NCc1ccc(S(=O)(=O)Nc2ccccc2C)cc1	-1	4	2	-0.2	0	-14	0	-2	3	-4
CCn1c(-c2cccc(S(=O)(=O)N3CCCC3)c2)n[nH]c1=S	5	0	-5	0.4	-1	3	1	-1	3	-5
CCOC(=O)c1sc(SC)c2c1CCC/C2=N/OC	5	0	6	-0.8	1	2	3	5	0	-4
COc1ccc(NC(=O)CCNC(=O)c2ccccc2)cc1S(N)(=O)=O	-10	-2	8	0.2	2	-1	-6	-6	-2	-1
O=S1(=O)CC2c3ccc(F)cc3CN2CN1Cc1ccc(F)cc1 (configuration not stated)	-5	-4	2	-0.2	3	nt	-1	nt	-1	9
O=C(CSc1nnc(C2CC2)n1Cc1ccco1)NCC(F)(F)F	-8	0	0	0.6	1	-3	-4	17	-1	2
